# ERG-DNA inh: qHTS for Small Molecule Inhibitors of the ERG Ets/DNA interaction; Transcriptional regulator ERG (Homo sapiens), P11308; fluorescence polarization, His-ERG Ets domain / labelled DNA; Potency, µM (highest dose often 76.9 µM), without a hit: top-dose FP activity, negative = inhibition, actives largely listed as inhibitors; 370,000 compounds, 0.028% hits; AID 624246, 2012; active = well fitted inhibition curve with a large enough effect in the polarisation, with a control signal flat; inconclusive = small, poorly fitted or top-dose-only effect, or effect the other way, or a change in a side signal; inactive = no such curve, though single readings can be large or run the other way; the % refers to the polarisation;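 also: polarization taken with two DNA probes labelled with fluorescein and Texas red; potency is read from the fitted curve at half-maximal effect; % of control where 0% means no effect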
#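 His-tagged ERG Ets domain (1 uM in the protein solution; 300mM KCl, 50mM Tris-HCl, 1mM EDTA, 1mM DTT, pH 7.5) received compound, then a probe mix of 5 nM fluorescein-DNA and 100nM Texas-615-DNA. Fluorescence polarization was read for both dyes.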
# JMJD2A Tudor: qHTS Assay for Inhibitors of JMJD2A-Tudor Domain | Lysine-specific demethylase 4A (Homo sapiens), O75164 | AlphaScreen JMJD2A-Tudor / H3K4me3 peptide binding | Potency, µM (series often up to 114 µM), for inactives: at the highest dose activity change, negative = inhibition, most hits filed as inhibitors | 390,000 compounds, 4.4% hits; also: potency is read from the fitted curve at half-maximal effect; % is scaled to controls: 0 for no effect and ±100 for the full control effect; nearly all actives have a fitted effect of over 50% in size
# BAZ2B block: qHTS Assay for Inhibitors of BAZ2B | 360,000 compounds, 4.4% hits | AlphaScreen BAZ2B-H3K14Ac peptide displacement | Potency, µM (top dose mostly 114 µM), for the others: at the highest dose activity change, negative = inhibition, hits mostly inhibitors; also: potency is read from the fitted curve at half-maximal effect; % is scaled to controls: 0 for no effect and ±100 for the full control effect; nearly all actives have a fitted effect of over 60% in size
#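 BAZ2B 50 nM plus b-H3(5-23)K14Ac 50 nM, PBS pH 7.4/0.01% Tween-20, 30 min RT; compound added (max 110 uM), 30 min RT; streptavidin donor/Ni-chelate acceptor beads 10 ug/mL final, 20 min dark; AlphaScreen read.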
# PI4K2A inh: qHTS for small molecular inhibitors of PI4K2A; purified PI4K2A, ADP-Glo luminescence, 1 h; hits give low values; activity change, negative = inhibition, % at 76.9 µM; 420,000 compounds, 0.13% hits; AID 1346378, 2018; in the data active = activity change below about -50%; inconclusive = mostly about -30% to -49%;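 also: -100% = wells without enzyme as full effect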
#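 In this quantitative HTS, ADP production by PI4K2A was quantified luminescently after 1 h at ambient temperature; 100 microM adenosine served as plate-quality control.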
# HP1b chromo inh: HTS for Inhibitors of HP1-beta Chromodomain Interactions with Methylated Histone Tails; Chromobox protein homolog 1 (Homo sapiens), P83916; AlphaScreen HP1-beta / biotin-H3K9me3 peptide binding; AID 540317, 2011; 390,000 compounds, 0.56% hits; Potency, µM (top dose mostly 114 µM), inactives show at the top dose activity change, negative = inhibition, actives largely listed as inhibitors; also: potency is read from the fitted curve at half-maximal effect; nearly all actives have a fitted effect of over 70% in size; inactives centre near 23
#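 Compound inhibition of the preformed complex between 50 nM HP1-beta and 50 nM biotinylated H3K9me3 peptide was read by AlphaScreen. Buffer was PBS pH 7.4 with 0.01% Tween-20. Incubations ran 30 min at room temperature, with 10 ug/mL donor/acceptor beads.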
# RGS4 inhibitor: Inhibitors of Regulator of G Protein Signaling (RGS) 4: qHTS. Regulator of G-protein signaling 4 (Homo sapiens), P49798. Potency, µM (series often up to 114 µM), without a hit: at the top dose activity change, negative = inhibition, usual class: inhibitors. Transcreener GDP fluorescence polarization, RGS4-accelerated GTP hydrolysis. 390,000 compounds, 0.039% hits; also: potency is read from the fitted curve at half-maximal effect; % is scaled to controls: 0 for no effect and ±100 for the full control effect; nearly all actives have a fitted effect of over 75% in size; some results filed as inactive show a strong effect at the top dose
#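 MLSMR compounds (23 nl, pin-transferred) preincubated 10 min at room temperature with a 500nM (2x) first reagent, then RGS4 at 900nM (2x) plus Transcreener GDP mix added; fluorescence polarization (620/688 nm) read before and after 90 min at 30 °C.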
# 12-LOX inh: Primary qHTS assay for inhibitors of human arachidonate 12S-lipoxygenase (ALOX12): Round 2. Polyunsaturated fatty acid lipoxygenase ALOX12 (Homo sapiens), P18054. Potency, µM (series often up to 108 µM), for the others: top-dose activity change, negative = inhibition, hits mostly inhibitors. AID 1671190, 2021. 580,000 compounds, 1.1% hits. purified 12hLO, xylenol orange hydroperoxide absorbance; also: potency is read from the fitted curve at half-maximal effect; % is scaled to controls: 0 for no effect and ±100 for the full control effect
# Target sequence (P18054 whole entry, looked up): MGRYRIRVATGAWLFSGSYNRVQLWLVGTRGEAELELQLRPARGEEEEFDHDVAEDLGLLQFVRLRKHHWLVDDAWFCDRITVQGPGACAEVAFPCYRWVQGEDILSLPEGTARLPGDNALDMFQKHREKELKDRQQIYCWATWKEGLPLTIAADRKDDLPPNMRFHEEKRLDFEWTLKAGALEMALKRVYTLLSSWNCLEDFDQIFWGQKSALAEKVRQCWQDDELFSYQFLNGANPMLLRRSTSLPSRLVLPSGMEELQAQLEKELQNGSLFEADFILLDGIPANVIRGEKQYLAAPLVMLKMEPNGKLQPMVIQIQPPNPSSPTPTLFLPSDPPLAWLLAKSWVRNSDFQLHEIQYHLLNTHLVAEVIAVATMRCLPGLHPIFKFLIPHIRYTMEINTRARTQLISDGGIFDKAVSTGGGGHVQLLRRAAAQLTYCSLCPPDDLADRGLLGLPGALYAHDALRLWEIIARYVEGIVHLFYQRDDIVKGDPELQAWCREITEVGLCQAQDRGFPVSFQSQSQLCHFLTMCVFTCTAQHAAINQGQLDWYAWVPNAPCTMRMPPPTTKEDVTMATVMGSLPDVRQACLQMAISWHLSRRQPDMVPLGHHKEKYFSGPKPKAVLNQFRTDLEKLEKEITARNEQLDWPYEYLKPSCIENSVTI
#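 Hydroperoxide product was detected by ferrous iron/xylenol orange as the 573 to 405 nm absorbance ratio. Arachidonic acid at 40 uM (final) was turned over for 30 min at room temperature by 150 nM human 12hLO, pH 7.0 Hepes buffer, after 15 min compound preincubation.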
# G9a block: qHTS Assay for Inhibitors of Histone Lysine Methyltransferase G9a. Histone-lysine N-methyltransferase EHMT2 (Homo sapiens), Q96KQ7. 350,000 compounds, 8.8% hits. G9a H3K9 monomethylation, AlphaScreen, 2 h. Potency, µM (top dose mostly 102 µM), for the others: at the highest dose activity, negative = inhibition, actives largely listed as inhibitors; also: potency is read from the fitted curve at half-maximal effect; % is scaled to controls: 0 for no effect and ±100 for the full control effect; nearly all actives have a fitted effect of over 75% in size
# Target sequence (Q96KQ7 913-1193 limits assumed): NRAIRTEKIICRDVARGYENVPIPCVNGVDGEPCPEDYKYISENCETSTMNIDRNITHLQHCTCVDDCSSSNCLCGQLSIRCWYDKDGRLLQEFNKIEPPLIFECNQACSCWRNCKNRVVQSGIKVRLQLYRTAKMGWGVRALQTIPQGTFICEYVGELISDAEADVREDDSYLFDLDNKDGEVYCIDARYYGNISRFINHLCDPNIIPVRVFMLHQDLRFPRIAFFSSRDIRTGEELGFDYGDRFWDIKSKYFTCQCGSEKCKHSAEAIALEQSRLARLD
#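 Methyltransferase reactions run at room temperature for 2 h (20 nM enzyme, 500 nM biotin-H3K9 peptide, 20 uM SAM) after a 15 min compound preincubation; product detected by AlphaScreen beads and anti-H3K9me1 antibody.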
# GLS inh: qHTS for Inhibitors of Glutaminase (GLS); Glutaminase kidney isoform, mitochondrial (Homo sapiens), O94925; GLS enzymatic activity, qHTS titration; Potency, µM (doses to about 45.5 µM), for inactives: at the highest dose activity change, negative = inhibition, actives largely listed as inhibitors; 410,000 compounds, 0.21% hits; also: potency is read from the fitted curve at half-maximal effect; % is scaled to controls: 0 for no effect and ±100 for the full control effect
#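 hKGA; 45 mM KH2PO4 pH 8.2 + 0.02% Tween-20; cpd via pin tool; 1 mM Gln soln; GluOx/HRP/Amplex Red; RT 30 min; fluor. t0 & final.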
# An asterisk follows results filed as active; u = inconclusive; x = not tested or not shown; & = joins results of further samples; [ ] = another dose, or the depositor's remark. Unless noted, calls follow the shape of the dose curve; as a rule, active = well fitted curve in the direction sought with a large enough effect; inconclusive = small, poorly fitted or top-dose-only effect, or another doubt; inactive = no such curve, though single readings can be large; an effect the other way counts as inactive or inconclusive.
SMILES,ERG-DNA inh,JMJD2A Tudor,BAZ2B block,PI4K2A inh,HP1b chromo inh,RGS4 inhibitor,12-LOX inh,G9a block,GLS inh
Cc1nn(C)c(C)c1/C=C/C(=O)O,-1.2%,-15.6%,0.0%,-2.3,14.5%,6.5%,-13.4%,8.2%,-7.1%
Cc1cccc(Oc2coc3cc(OC(=O)c4cccs4)ccc3c2=O)c1,-12.4%,-5.7%,12.2%,24.5,45.9%,-1.9%,3.4%,-7.5%,-7.6%
Cn1c(CNc2ccc(Cl)cc2)nc2ccccc21,-9.8%,-26.2%,-3.2%,-0.4,20.9%,25.4%,41.3%[activator],-1.9%[12.7 µM],9.9%
O=C(CCCn1cc([N+](=O)[O-])cn1)NCc1ccccc1,-4.2%,-2.5%,-5.4%,1.4,39.0%[activator],2.6%,7.9%,3.6%[12.7 µM],-15.7%
CCOC(=O)c1ccc(NC(=O)c2c(NCc3cccs3)sc3c2CCCCC3)cc1,4.6%,56.2µM*,u,-13.9,-23.0%,u,u,7.94µM*,-21.0%
COc1ccc(Br)cc1/C=N/N1CCN(Cc2ccccc2)CC1,-11.7%,39.8µM*,28.2µM*,5.3,u,-42.7%,-17.7%,u,-12.6%
COc1ccc(N2CC(C(=O)OCC(=O)NCc3ccccc3)CC2=O)cc1 (configuration not stated),x,-5.1%,10.1%[57.1 µM],2.7,24.4%,4.3%,0.2%,15.7%,5.6%
O=C(CSCc1ccc(F)cc1)N1CCN(c2ccc(F)cc2)CC1,-9.5%,-16.8%,-4.0%,-0.8,10.2%,4.3%,7.4%,17.9%[59 µM],20.9%
Cc1ccc(C2=Nc3ccccc3N(CC(=O)Nc3ccccc3C)C(=O)C2)cc1C,6.5%,-26.3%,-17.0%,-1.6,-14.5%,2.4%,-22.3%,7.4%[59 µM],-0.7%
NS(=O)(=O)c1cc(C(=O)N=Nc2c(O)[nH]c3ccccc23)ccc1Cl,11.3%,-21.1%,-22.0%,-1.3,-0.9%,-17.5%,5.9%,-6.4%,1.8%
O=S(=O)(NCc1c(Cl)cccc1Oc1ccccc1)c1ccccc1,-1.8%,21.7%,47.8%[activator],-10.5,47.1%[activator],-7.6%,-10.7%,20.2%,-12.3%
N#CCCn1cc(C(N)=O)c(-c2ccc3ccccc3c2)n1,-6.0%,u,10.0%,6.0,-6.8%,u,10.2%,6.4%,-26.9%
CCCCCN1CN(S(=O)(=O)c2cccs2)c2nc3ccccc3nc21,-1.9%,-19.7%,-2.4%,-9.0,24.5%,-19.2%,-25.7%,28.2µM*,-0.8%
COc1ccc(/C=N/NC(=O)c2cccc(Br)c2)cc1COc1ccccn1,12.2%,-7.2%,-7.6%,1.7,16.5%,13.3%,14.6%,x,4.4%
CC(=O)c1cccc(NC(=O)c2ccc(N(C)S(=O)(=O)c3ccc(C)cc3)cc2)c1,-1.3%,-20.6%,-10.4%,-2.0,20.4%,4.4%,-19.7%,x,-1.6%
Cc1ccc(C)c(S(=O)(=O)NCCN2CCOCC2)c1,-1.4%,-1.4%,-8.1%,-0.7,35.0%,14.8%,x,25.5%[0.501 µM],1.8%
CC(C)(C)C1CCc2onc(C(=O)Nc3sc4c(c3C(N)=O)CCCC4)c2C1 (configuration not stated),-6.9%,-24.6%,-0.4%,4.7,u,u,-16.0%,3.16µM*,-13.0%
CCOC(=O)Cc1nn(Cc2nc(-c3ccc(C#N)cc3)cs2)c(=O)c2ccccc12,14.4%,-6.4%,-16.0%,0.6,40.5%[activator],-26.4%,120.8%[activator],9.4%,-1.6%
COc1ccc(Cc2nc3ccc(S(N)(=O)=O)cc3[nH]2)cc1OC,0.1%,-6.6%,1.7%,7.5,40.7%,-12.5%,137.2%[activator],-45.9%[12.7 µM],11.1%
COc1cc(-c2nc(CN(C)Cc3nnc(C)o3)c(C)o2)ccc1F,-6.3%,-2.1%,-18.8%,-0.6,36.9%,12.5%,12.5%,-5.9%,-6.9%

# Next part; the last 2 above are carried over.
SMILES,ERG-DNA inh,JMJD2A Tudor,BAZ2B block,PI4K2A inh,HP1b chromo inh,RGS4 inhibitor,12-LOX inh,G9a block,GLS inh
COc1ccc(Cc2nc3ccc(S(N)(=O)=O)cc3[nH]2)cc1OC,0.1%,-6.6%,1.7%,7.5,40.7%,-12.5%,137.2%[activator],-45.9%[12.7 µM],11.1%
COc1cc(-c2nc(CN(C)Cc3nnc(C)o3)c(C)o2)ccc1F,-6.3%,-2.1%,-18.8%,-0.6,36.9%,12.5%,12.5%,-5.9%,-6.9%
CNC(=O)c1c(C)nn(-c2ccc(F)c(Cl)c2)c1-c1cc(C)on1,4.7%,-5.4%,0.4%,-0.4,5.9%,10.2%,0.0%,22.3%[59 µM],13.3%
O=C(CSc1ccc2nnc(CCNS(=O)(=O)c3ccccc3)n2n1)Nc1nc2ccccc2s1,7.7%,-20.9%,-4.8%,-6.5,24.0%,26.3%,u,-4.3%[59 µM],17.2%
Cc1cc(NS(=O)(=O)c2ccc(NC(=O)COc3cc(C)c(Cl)c(C)c3)cc2)no1,4.0%,-6.5%,-6.1%,-1.3,45.5%[activator],-20.2%,201.7%[activator],u,12.2%
Cc1csc(=O)n1CCC(=O)OCC(=O)Nc1ccc(Cl)cn1,12.4%,-5.5%,-4.5%,6.7,15.1%,u,-17.5%,-31.1%,-10.5%
N#Cc1ccc(C(=O)Nc2nnc(-c3ccco3)o2)cc1,11.7%,79.4µM*,17.8µM*,-9.5,35.2%,8.4%,39.9%[activator],-29.9%,-2.7%
COc1ccc(CN2CCNC(=O)C2CC(=O)N(C)Cc2nccn2C)cc1OC (configuration not stated),6.8%,-4.1%,-21.9%,0.9,23.5%,22.6%,3.5%,-49.8%,-14.4%
CCOC(=O)c1c(C)[nH]c(CCC(=O)Nc2ccccc2C(F)(F)F)c1C,0.3%,-12.3%,3.8%,2.4,13.1%[57 µM],18.4%,-14.7%,-1.6%[59 µM],4.0%
CCN(c1nc(N)c(C(=O)N=C(N)N)nc1Cl)C(C)C,4.7%,-28.1%,x,-3.7&2.2,22.4%,u,-4.4%,10.4%[59 µM],-12.5%
COc1ccc(Cc2nnc(NC(=O)c3ccccc3F)s2)cc1OC,2.1%,-17.3%,-14.4%,4.6,18.4%,-8.5%,1.2%,-12.4%,-0.9%
O=C(Cc1cccc2ccccc12)Nc1ccc(O)cc1C(=O)O,-3.7%,-26.9%[57.1 µM],-10.4%,-4.3,0.5%,u,u,70.8µM*,-27.4%
Cc1ccc(NC(=O)NC2CC(=O)N(c3ccc4c(c3)OCCO4)C2)cc1 (configuration not stated),-2.0%,-97.3%,-4.2%,-0.6,19.8%,-8.7%,-30.2%,-6.2%,-7.4%
CCOC(=O)C1CCN(C(=O)c2ccccc2NS(=O)(=O)c2ccccc2)CC1,10.7%,0.0%,-9.2%,3.6,32.2%,14.2%,-6.5%,-6.6%,1.2%
O=C(NNC(=O)c1cccc2ccccc12)c1ccc(-c2ccccc2)cc1,x,-9.0%,-3.7%,1.7,34.1%,-6.1%,10.5%,7.6%,4.1%
COc1ccc(NC(=O)CN2C(=O)NC(c3ccccc3)(c3ccccc3)C2=O)cc1,0.8%,-35.3%,-34.3%,4.4,-25.4%,-12.2%,-21.0%,-47.9%,-6.0%
Cc1cc(C(=O)CSc2nnc(-c3cccs3)o2)c(C)n1-c1ccccc1,0.1%,-28.8%,-7.7%,0.5,-3.9%,-18.0%,0.0%,-24.3%[12.7 µM],-6.8%
CCc1ccc(-n2c(=O)c3c4c(sc3n(CC(=O)c3ccc(F)cc3)c2=O)CCC4)cc1,-2.3%,-16.0%,2.2%,5.0,13.2%,2.9%,-20.0%,0.1%[59 µM],-8.4%
CCCCCC(=O)Nc1cccc(C2=NOC3(C2)C[C@H](C(N)=O)N(C(=O)CC)C3)c1 (some centres not stated),-15.8%,-31.0%,-3.5%,-0.7,18.3%,12.7%,x,1.8%[59 µM],4.1%
C=CCN1C=CC(=O)[C@@H](O)[C@H]1c1ccccc1Br,-1.8%,4.3%,x,-1.2,34.0%,-7.7%,u,x,-2.1%
COc1ccc(CCNC(=O)C(=O)NCC2CCCO2)cc1OC (configuration not stated),9.6%,0.6%,3.8%,-5.5,20.6%,-14.8%,-0.8%,0.1%[59 µM],0.4%
O=C(O)CCc1nnc(SCC(=O)Nc2ccc(Cl)c(C(F)(F)F)c2)[nH]c1=O,-7.7%,-8.2%,-18.8%,0.9,9.5%,20.3%,-10.4%,-25.7%,25.2%
CSc1nc2nc3c(cc2c(=O)n1-c1cccc(C)c1)COC(C)(C)C3,-0.8%,-0.3%,-0.2%,0.0,18.8%,-1.4%,44.5%[activator],x,-2.7%

# Not all compounds are listed (hit frequency here may not be typical).
